# Screening results from PubChem BioAssay.
# TDP2 inh – TDP2 (human) inhibition, absorbance primary screen | recombinant TDP2, T5PNP hydrolysis, p-nitrophenol absorbance 415 nm | inhibition, % at 12.8 µM | hit rate 0.34% among 370,000 | AID 720702;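 active = inhibition above the mean of all tested compounds plus 3 SD, set per campaign, cut at about 25% in these data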;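 note: 0% = DMSO with enzyme and 100% = buffer with substrate but no TDP2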
# Target sequence (O95551 whole entry, looked up): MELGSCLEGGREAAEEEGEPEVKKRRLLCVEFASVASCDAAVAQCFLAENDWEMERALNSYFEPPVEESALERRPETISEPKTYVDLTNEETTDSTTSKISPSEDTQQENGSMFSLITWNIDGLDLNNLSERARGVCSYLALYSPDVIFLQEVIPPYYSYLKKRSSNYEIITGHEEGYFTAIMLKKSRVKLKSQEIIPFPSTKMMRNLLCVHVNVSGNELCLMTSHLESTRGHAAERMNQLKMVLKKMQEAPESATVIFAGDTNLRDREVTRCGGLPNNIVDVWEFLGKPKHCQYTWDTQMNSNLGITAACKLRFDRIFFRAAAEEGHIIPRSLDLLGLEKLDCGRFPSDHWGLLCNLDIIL
#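 Incubation: 2 h at 37 °C; Test system: recombinant human TDP2; Quantity: enzyme 120 nM; Read-out basis: percent inhibition; Medium: 50 mM Tris-HCl pH 7.5 with Mg2+, KCl, DTT, BSA; Repeats: single replicate; Compound: 12.8 µM single point, 1% DMSO; Signal: epi absorbance; Reagent: 5 mM T5PNP chromogenic substrate; Benchmarks: no-enzyme high, DMSO-plus-enzyme low.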
# ADAM17 inh – inhibits human ADAM17; P78536; recombinant ADAM17, EDANS/DABCYL FRET peptide cleavage; inhibition, % at 6.95 µM; hit rate 0.83% among 370,000; AID 720648;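 active = inhibition above the mean of compounds lying between control limits plus 3 SD, set per campaign, cut at about 8.5% in these data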;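 note: 0% = DMSO-only wells as the low control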
# Target sequence (P78536 215-824 limits assumed): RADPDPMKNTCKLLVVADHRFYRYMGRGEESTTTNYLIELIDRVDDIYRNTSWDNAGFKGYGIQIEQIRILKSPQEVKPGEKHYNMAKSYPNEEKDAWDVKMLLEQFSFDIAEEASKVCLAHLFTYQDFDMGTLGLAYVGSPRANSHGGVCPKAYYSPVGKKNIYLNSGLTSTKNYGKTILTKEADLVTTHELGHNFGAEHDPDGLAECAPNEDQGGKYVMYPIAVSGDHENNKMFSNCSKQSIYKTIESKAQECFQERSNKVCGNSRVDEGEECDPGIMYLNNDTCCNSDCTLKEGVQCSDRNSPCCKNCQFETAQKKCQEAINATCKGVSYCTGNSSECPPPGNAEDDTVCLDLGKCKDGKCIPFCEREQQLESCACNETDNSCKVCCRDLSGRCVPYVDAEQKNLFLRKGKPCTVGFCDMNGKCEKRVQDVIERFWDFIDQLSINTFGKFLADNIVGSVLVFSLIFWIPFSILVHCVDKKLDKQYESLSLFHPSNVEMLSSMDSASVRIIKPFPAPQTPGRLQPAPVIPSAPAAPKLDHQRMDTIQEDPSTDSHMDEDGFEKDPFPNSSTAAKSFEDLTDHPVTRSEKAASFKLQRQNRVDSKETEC
# Tn6 DDE FP – inhibitors of Tn6 peptide binding to human fibrin DD(E); hit rate 0.21% among 370,000; Fibrin DD(E) TRITC-Tn6 fluorescence polarization displacement; inhibition, % at 8.3 µM; AID 720509;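 active = inhibition above a per-campaign cutoff: mean of compounds within control limits plus 3 SD, cut at about 15% in these data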;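 note: 0% = median of all compound wells on the plate and 100% = blocking peptide control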
# LEDGF integ inh – blocks HIV-1 LEDGF/p75-dependent DNA integration; inhibition, % at 3.7 µM; TR-FRET IN-LEDGF/p75 DNA integration, Eu/Cy5; hit rate 0.64% among 370,000;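 active = inhibition above the screen-wide mean plus 3 SD, cut at about 13% in these data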;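 note: signal is the Cy5 over europium emission ratio at 671 and 618 nm; 0% = plate median of compound wells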
# ADAM10 inh – ADAM10 inhibition, QFRET primary screen; O14672; recombinant ADAM10, EDANS/DABCYL FRET peptide cleavage, 3 h; inhibition, % at 7 µM; hit rate 0.62% among 370,000;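 active = inhibition above a per-campaign cutoff equal to the mean of compounds falling between control-based bounds plus 3 SD, cut at about 20% in these data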;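 note: 0% = DMSO wells while the 100% control is not disclosed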
# ARFGAP1 inh – inhibitors of rat ARFGAP1; Arfgap1-stimulated ARF1 GTP hydrolysis, GDP FP detection; inhibition, % at 16.5 µM; hit rate 0.26% among 360,000;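 active = inhibition above a per-plate limit, mean inhibition of low control wells plus 3 SD, cut at about 25% in these data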;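 note: 0% = DMSO wells with enzyme and 100% = wells lacking Arfgap1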
# Target sequence (Q62848 1-136 limits assumed): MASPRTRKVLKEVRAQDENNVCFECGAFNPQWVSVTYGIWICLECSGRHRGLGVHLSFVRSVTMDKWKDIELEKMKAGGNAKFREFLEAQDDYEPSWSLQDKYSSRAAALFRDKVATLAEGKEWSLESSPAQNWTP
#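 Repeats: one replicate per compound; assay system: rat Arfgap1 catalytic domain, aa 1-136; times: enzyme reaction 120 min at 25 °C after 20 min preincubation; detection: FP of antibody-bound GDP Alexa 633 tracer, ex 620/em 688 nm; benchmarks: high control wells lacking Arfgap1, low control full reaction with DMSO; reagent: human ARF1(Δ1-17)-GTP substrate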
# proKLK7 act – proKLK7 (human) activation, primary screen; purified proKLK7, EDANS-DABCYL substrate fluorescence; 100% is mature enzyme control, 0% vehicle; P49862; activation, % at 7 µM; hit rate 0.9% among 370,000;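 active = activation above the mean of all tested compounds plus 3 SD, computed per campaign excluding outliers beyond control limits, cut at about 13% in these data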
# DDE Tn7 FP inh – disrupts Tn7 cyclic peptide binding to fibrin D-Dimer-E complex; hit rate 0.13% among 370,000; inhibition, % at 8.3 µM; P02675; FP displacement of FITC-Tn7 peptide from fibrin DD(E); 0% = median of compound wells per plate; AID 720508;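 active = inhibition above the mean of compounds falling within the control limits plus 3 SD of them, cut at about 14% in these data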;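 note: 0% = plate median of compound wells and 100% = 10 µM Aha-Tn7 peptide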
#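 system = human fibrin DD(E) protein | quantity = DD(E) 2 µM final | medium = Tris/NaCl/CaCl2 buffer, pH 7.8 | also added = labelled Tn7 tracer, 0.1 µM | compound dosing = single point at 8.3 µM | timing = compound with protein 10 min, then 3 h after probe, room temperature | signal = FP measurement | benchmarks = Aha-Tn7 high control | repeats = one replicate per compound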
# PLCg1 inh – inhibitors of human phospholipase C gamma1. hit rate 0.84% among 370,000. purified PLC-gamma1, fluorogenic substrate, fluorescence. inhibition, % at 12.2 µM; in the data active = inhibition above about 9.5%
# ASAP1 inh – ASAP1 ArfGAP inhibition | ASAP1-stimulated ARF1 GTP hydrolysis, GDP FP detection | inhibition, % at 16.5 µM | hit rate 0.19% among 360,000; in the data active = inhibition above about 25%;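 note: 0% = vehicle with enzyme and substrate and 100% = no enzyme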
# Numbers without * were called inactive; i = inactive; . = no result given; & = joins results of further samples. The order is random; about 4.2% have a hit in one of these screens.
SMILES,TDP2 inh,ADAM17 inh,Tn6 DDE FP,LEDGF integ inh,ADAM10 inh,ARFGAP1 inh,proKLK7 act,DDE Tn7 FP inh,PLCg1 inh,ASAP1 inh
CCOC(=O)c1ccc(NC(=O)c2nc[nH]c2C(=O)NC2CCN(C(=O)OC(C)(C)C)CC2)cc1,-14,-5,-7,3,-17,7,-0.1,2,11*,-7
CS(=O)(=O)N1CCN(c2ccccc2[N+](=O)[O-])CC1,-14,3,-1,5,-4,-11,0.2,-14,15*,-8
COc1ccccc1-n1cc(-c2ccc(C)cc2)[nH]c1=S,-8,1,3,0,5,1,0.1,-1,1,-6
Cc1cc(C)c(CN2CCN(C(=O)Cn3cnc4c(OCc5ccccc5)ncnc43)CC2)c(C)c1,2,2,1,-4,-5,-1,1.0,-4,-2,-2
O=C(CSc1nnc(COc2ccccc2)n1Cc1ccco1)c1ccc2ccccc2c1,-12,8,2,2,10,.,0.1,2,-4,.
O=C1NC[C@H](CCCCN2C[C@H](Cc3ccc(O)cc3)N(CC3CCCCC3)C(=O)C2=O)N(CC2CCCCC2)C1=O,7,-2,3,1,3,6,0.0,-7,2,-4
CSc1ccccc1OCc1cc(C(=O)N2CCCC2c2nonc2C)no1 (configuration not stated),17,5,-1,-2,7,-3,0.3,1,0,-3
CSCCC(NS(=O)(=O)c1ccc2c(c1)OCCO2)C(=O)N(C)Cc1ccc(F)cc1 (configuration not stated),23,-1,4,1,-1,-6,0.5,8,3,5
O=C(Nc1ccccc1NC(=O)c1ccccc1Cl)c1ccccc1Cl,-9,-2,5,-6,-2,3,-0.7,-5,0,6
COc1ccccc1/C=C/C(=O)NCc1ccccn1,8,-16,-7,1,-49,5,0.7,-1,-4,-8
Cn1c(=O)c2c(nc(CN3CCC(C(N)=O)CC3)n2Cc2ccccc2Cl)n(C)c1=O,5,0,-1,2,-1,11,0.0,1,-1,6
COc1ccc(C(=O)Nc2cccc(-c3ccc4nncn4n3)c2)cc1,5,-5,5,1,1,4,0.4,11,-4,0
CC(Sc1nncs1)C(=O)NCc1ccc2c(c1)OCO2 (configuration not stated),1,-6,3,-2,1,19,-0.9,3,1,-5
O=C(CN1C(=O)S/C(=C\c2ccccc2)C1=O)NCCCn1ccnc1,2,1,8,1,5,-1,0.4,3,0,-8
COc1cc(/C=N/N2CCN(Cc3ccc(Cl)cc3)CC2)cc(Br)c1O,0,5,-2,-1,3,-5,-0.4,-1,1,11
COc1ccc(C(=O)OCCOc2ccccc2C(C)=O)c(O)c1,-2,2,-2,-2,-5,5,0.3,4,-1,-3
COc1ccc(C2Nc3ccccc3C(=O)N2Cc2ccccc2)cc1COc1ccccn1 (configuration not stated),10,-250,-1,-1,i,-3,0.9,1,-290,12
COc1ccc(S(=O)(=O)N2CCOC23CCN(S(=O)(=O)c2ccccc2)CC3)cc1,5,1,3,2,0,2,-0.4,-6,-2,5
Cc1cccc(N(C(=O)c2csnn2)C(C(=O)NC(C)(C)C)c2cccs2)c1 (configuration not stated),-3,0,5,7,5,-13,-0.2,-2,4,9
CCCN(CC(=O)Nc1cc(Cl)ccc1Cl)C(=O)/C=C/c1cc(OC)ccc1OC,-4,-302,-1,-1,i,-5,-175,-9,i,0

# PLCg1 inh, what is marked active above
SMILES,TDP2 inh,ADAM17 inh,Tn6 DDE FP,LEDGF integ inh,ADAM10 inh,ARFGAP1 inh,proKLK7 act,DDE Tn7 FP inh,PLCg1 inh,ASAP1 inh
CCOC(=O)c1ccc(NC(=O)c2nc[nH]c2C(=O)NC2CCN(C(=O)OC(C)(C)C)CC2)cc1,-14,-5,-7,3,-17,7,-0.1,2,11*,-7
CS(=O)(=O)N1CCN(c2ccccc2[N+](=O)[O-])CC1,-14,3,-1,5,-4,-11,0.2,-14,15*,-8

# Going on with the list.
SMILES,TDP2 inh,ADAM17 inh,Tn6 DDE FP,LEDGF integ inh,ADAM10 inh,ARFGAP1 inh,proKLK7 act,DDE Tn7 FP inh,PLCg1 inh,ASAP1 inh
COc1cc2c(-c3ccc4cc[nH]c4c3)c(-c3ccsc3)oc(=O)c2cc1OC,-2,-6,-1,-1,-44,5,-21,5,-64,7
COCCNC(=O)C(c1ccc(F)cc1)N(C(=O)CCC(=O)Nc1ccccn1)c1cccc(C)c1 (configuration not stated),9,-2,-1,-1,0,-14,0.3,3,1,-11
O=C(Nc1ccc2c(c1)OCCO2)C1c2ccccc2OCC(=O)N1CC(F)(F)F (configuration not stated),-9,-8,0,4,-12,10,0.0,1,0,5
O=C(Cn1c[n+](CC(=O)c2ccc([N+](=O)[O-])cc2)cn1)c1ccc([N+](=O)[O-])cc1,1&0,-6&-3,-1&0,-5&1,4&0,1&-12,-0.4&-0.1,3&4,3&1,-7&2
CCc1c(C(=O)NC2CCCCC2)[nH]c(C)c1C(C)=O,6,-5,13,4,-2,-8,0.0,5,-1,11
CS(=O)(=O)c1ccc2nc(NC(=O)C3CC(=O)N(c4ccc(F)cc4)C3)sc2c1 (configuration not stated),-9,-3,-1,6,-2,-7,-0.7,-1,-3,4
Cc1cc(C(=O)CSc2nnc(-c3ccco3)o2)c(C)n1-c1ccc2c(c1)OCCO2,-4,2,-7,0,10,4,-0.3,2,-14,-15
O=C(CSc1nnc(-c2ccco2)o1)NC1CC2CCC1C2 (configuration not stated),-3,-1,1,2,3,-4,-0.7,-5,4,7
CSc1ccc(C(=O)C2CCCN(C(=O)CN3CCOC3=O)C2)cc1 (configuration not stated),14,-2,8,4,-4,-4,-1.3,0,-1,-5
CC(=O)c1cc2c(cc1NC(=O)CSc1ccc(S(=O)(=O)N(C)C)cn1)OCO2,3,-12,2,-3,-31,-6,-1.2,9,-38,3
Cc1ccc(C(=O)CCC(=O)NNC(=O)c2ccccc2O)cc1,6,-24,-1,-4,-68,-13,-1.3,0,-12,-7
Cc1cccc(N2CCN(C(=S)c3ccc([N+](=O)[O-])cc3)CC2)c1,3,2,-3,-3,-3,5,1.0,-2,2,11
O=C1NN(c2ccccc2)C(=O)/C1=C\c1ccc(-c2cc([N+](=O)[O-])ccc2O)o1,2,2,1,13,8,0,-0.3,-6,-1,4
C=CCn1c(SCc2nc(N)nc(N(C)C)n2)nnc1-c1cccnc1,3,1,4,1,-1,2,-0.2,-8,0,-5
O=C(c1cc(-c2ccc(Cl)cc2)n(-c2ccc(Cl)cc2)n1)N1CCOCC1,-6,-3,10,2,9,0,0.8,-2,1,10
CCOC(=O)C1CCN(C(=O)/C(C)=C\c2ccccc2)CC1,4,-6,8,4,3,2,-0.1,4,-2,-5
CN(C)S(=O)(=O)c1cccc(C(=O)N=C2N=C3C=CC(Cl)=CN3Cc3ccccc32)c1,3,-4,-3,2,2,-6,0.6,-1,0,2
O=C(COc1ccc(Cl)cc1)N(Cc1ccc(F)cc1)C1CCS(=O)(=O)C1 (configuration not stated),7,2,-1,4,-2,8,0.8,3,1,-23
CCOC(=O)C1CCCN(C2CC(=O)N(c3ccccc3)C2=O)C1 (configuration not stated),-12,4,-1,2,10,1,0.1,-4,1,-3
COc1nc(=O)n(C2OC(CO)C(O)C2O)cc1C (configuration not stated),4,-1,-5,0,-4,0,0.4,5,0,1
COc1ccc(CC(=O)Nc2ccc(S(=O)(=O)Nc3nccs3)cc2)cc1,5,1,4,-1,-6,3,-0.1,7,-1,-10
N#CCSc1nnc(-c2ccccc2O)n1CCc1ccccc1,-7,7,-10,6,8,3,0.1,-1,6,-2
O=C(CNC(=O)c1ccncc1)N/N=C/c1cc(Br)ccc1O,-14,-12,-6,-13,-31,8,-6.2,3,-10,-6
CC(c1ccco1)N(C(=O)c1ccccc1NS(=O)(=O)c1ccc(Cl)c([N+](=O)[O-])c1)c1ccccn1 (configuration not stated),9,0,3,1,-9,14,-0.1,4,-9,12
CC(NC(=O)COC(=O)c1ccc2c(c1)S(=O)(=O)N=C1CCCCCN12)C12CC3CC(CC(C3)C1)C2 (configuration not stated),-8,-1,5,-2,-3,-2,-0.2,4,-1,3
Cc1cc(C)n2nc(C(=O)OCC(=O)N(CCC#N)c3ccc(F)cc3)nc2n1,-4,-1,3,3,1,-2,0.1,-2,2,9
COc1ccc(NC(=O)C2=Cc3cccc(OC)c3OC2)cc1,-3,1,-2,5,2,3,0.1,-7,2,13
COc1cccc(-c2cnc(C(O)c3ccc(Cl)c(Cl)c3)[nH]2)c1 (configuration not stated),-6,1,3,-4,0,16,0.1,0,-2,1
Cc1occc1C(=O)Nc1c(Cl)cccc1Cl,-11,-3,15,-1,-1,-2,0.1,6,-4,-14
Cn1c(Cn2cnc([N+](=O)[O-])n2)nnc1SCC(=O)Nc1ccc(Br)cc1,-5,4,-7,5,2,0,-0.4,4,2,10
Cc1cc(C)c2cc(C#N)c(NCCCNC(=O)c3cccnc3)nc2c1,-2,-52,-2,-4,-229,14,5.1,3,-63,-1
COCC1CCCN(C(=O)c2cc(COc3ccc(C(C)=O)cc3)on2)C1 (configuration not stated),10,-2,-1,0,-4,-3,-0.1,3,-2,-1
C/C(N)=C(/C#N)C(=O)COC(=O)C1CCN(S(=O)(=O)c2cccs2)CC1,2,1,-4,0,-12,0,0.1,-1,2,19
O=C(CCN1C(=O)c2ccccc2S1(=O)=O)Nc1ccc(F)c(F)c1F,-8,-1,1,3,-6,-3,-0.3,0,-6,16
O=C1CCCCC1Nc1ccc(Br)cc1 (configuration not stated),8,-1,4,-1,-14,2,-0.2,7,2,5
CCOc1ccc(CCNC(=O)c2cccc(S(=O)(=O)N3CC(C)OC(C)C3)c2)cc1OCC (configuration not stated),-5,2,-1,2,1,1,0.4,-1,0,-10
COc1ccc(Cl)c2sc(N(CCN(C)C)C(=O)c3ccc4c(c3)OCCO4)nc12,6,-4,3,-3,-7,-1,0.7,2,4,9
O=C(CSc1nc2ccccc2c(=O)n1CCCN1CCOCC1)c1c[nH]c2ccccc12,8,-1,-2,-1,1,-5,0.0,6,4,-2

# 3 structures out of the list, sorted by molar mass, smallest number first.
SMILES,TDP2 inh,ADAM17 inh,Tn6 DDE FP,LEDGF integ inh,ADAM10 inh,ARFGAP1 inh,proKLK7 act,DDE Tn7 FP inh,PLCg1 inh,ASAP1 inh
COc1cccc(-c2cnc(C(O)c3ccc(Cl)c(Cl)c3)[nH]2)c1 (configuration not stated),-6,1,3,-4,0,16,0.1,0,-2,1
COCC1CCCN(C(=O)c2cc(COc3ccc(C(C)=O)cc3)on2)C1 (configuration not stated),10,-2,-1,0,-4,-3,-0.1,3,-2,-1
C/C(N)=C(/C#N)C(=O)COC(=O)C1CCN(S(=O)(=O)c2cccs2)CC1,2,1,-4,0,-12,0,0.1,-1,2,19
